Tau fibril ThT: inhibitors of human tau fibril formation, thioflavin T binding; P10636; recombinant tau K18 P301L (four-repeat tau fragment), heparin-induced fibrillization, ThT fluorescence; Potency, µM (doses to about 57.4 µM), without a hit: at the top dose activity, negative = inhibition, usual class: inhibitors; actives 2.1% (n = 270,000); AID 1460; note: nearly all actives have a fitted effect of over 55% in size
Target sequence (P10636 561-689 P618L limits assumed): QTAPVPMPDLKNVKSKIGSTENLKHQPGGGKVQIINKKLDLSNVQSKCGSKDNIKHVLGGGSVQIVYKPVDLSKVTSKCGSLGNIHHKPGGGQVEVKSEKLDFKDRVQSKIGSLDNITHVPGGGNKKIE
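Tau K18 P301L fragment (15 uM unlabeled plus 0.24 uM Alexa 594-labeled) in 100 mM sodium acetate pH 7 with compound, fibrillization induced by 20 uM heparin for 6 hr at 37 C. Thioflavin T (30 uM) added, fluorescence read after 1 hr (ex 450, em 510 nm).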
TR SRC2 fluor cs: alters Texas Red total fluorescence, flagging assay interference. AID 1479. TRb/SRC2 Texas Red total fluorescence interference. Potency, µM (doses to about 106 µM), inactives show top-dose fluorescence change, negative = quenching. actives 0.29% (n = 280,000); active = well fitted curve in either direction with a large enough effect; inconclusive = small, poorly fitted or top-dose-only effect
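Human TRb ligand-binding domain at 0.6 uM with 20 nM Texas Red SRC2 peptide in Tris buffer containing 1 uM T3 and 5% DMSO, incubated with compound 5 h at ambient temperature. Total fluorescence (555/632 nm) calculated as parallel + 2 × perpendicular.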
RECQ1 helicase: blocks DNA unwinding by human RECQ1. RECQ1 DNA unwinding, red fluorescence kinetic read. P46063. AID 2549. actives 0.54% (n = 240,000). Potency, µM (top dose mostly 57.3 µM), without a hit: at the highest dose activity, negative = inhibition, hits mostly inhibitors;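 note: plate controls were vehicle for no effect and no enzyme for full effect; nearly all actives have a fitted effect of over 30% in size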
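50 nM RECQ1T1 preincubated 15 min with compound in Tris pH 8.0 buffer with MgCl2, DTT, Tween-20 and 2.5 ug/ml poly(dI-dC); started with 200 nM TAMRA/BHQ-2 forked duplex and 2 mM ATP. Unwinding read as fluorescence (525/598 nm), two reads 2 h apart.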
TRb SRC2 PPI: inhibitors of human thyroid hormone receptor beta-SRC2 interaction | actives 0.065% (n = 280,000) | Potency, µM (series often up to 106 µM), without a hit: at the highest dose activity change, negative = inhibition, hits mostly inhibitors | AID 1469 | TRbeta-SRC2 peptide binding, fluorescence polarization; receptor liganded with 1 µM T3;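 note: plate controls were bound peptide for no effect and peptide without receptor for full effect; nearly all actives have a fitted effect of over 50% in size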
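Quantitative HTS by FP: 0.6 uM TRb LBD, 20 nM labeled SRC2 20-mer, 1 uM T3, 5% DMSO; 5 hr ambient incubation; % activity per concentration and potencies from concentration series.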
RGS12 GoLoco inh: inhibitors of human Gai1-RGS12 GoLoco interaction (red fluorophore) | Potency, µM (highest dose often 61.6 µM), for inactives: at the highest dose activity, negative = inhibition, actives largely listed as inhibitors | actives 0.44% (n = 230,000) | Gai1:RGS12 GoLoco peptide FP, rhodamine, 10 min | P63096; active = well fitted inhibition curve with a large enough effect, not every such curve was filed as active; inactive = no such curve, though single readings can be large or run the other way; note: nearly all actives have a fitted effect of over 30% in size; many of its hits are not listed in these tables
JMJD2E inh: JMJD2E (human) inhibition | AID 2147 | actives 1.6% (n = 230,000) | Potency, µM (titrated, usually from 57.1 µM), without a hit: at the highest dose activity change, negative = inhibition, most hits filed as inhibitors | JMJD2E catalytic domain, FDH-coupled NADH fluorescence (FDH is formaldehyde dehydrogenase) | B2RXH2; active = well fitted inhibition curve with a large enough effect, not every such curve was filed as active; inconclusive = small, poorly fitted or top-dose-only effect, or another doubt; inactive = no such curve, though single readings can be large or run the other way;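 note: 0% = wells with enzyme and -100% = buffer wells without enzyme; nearly all actives have a fitted effect of over 50% in size; many of its hits are not listed in these tables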
L3MBTL1 inh: inhibitors of human L3MBTL1; Q9Y468; AlphaScreen L3MBTL1–H3K9me1 peptide binding; Potency, µM (doses to about 57.1 µM), for the others: top-dose activity, negative = inhibition, most hits filed as inhibitors; actives 0.66% (n = 230,000); AID 485360; note: nearly all actives have a fitted effect of over 60% in size
Target sequence (Q9Y468 whole entry, looked up): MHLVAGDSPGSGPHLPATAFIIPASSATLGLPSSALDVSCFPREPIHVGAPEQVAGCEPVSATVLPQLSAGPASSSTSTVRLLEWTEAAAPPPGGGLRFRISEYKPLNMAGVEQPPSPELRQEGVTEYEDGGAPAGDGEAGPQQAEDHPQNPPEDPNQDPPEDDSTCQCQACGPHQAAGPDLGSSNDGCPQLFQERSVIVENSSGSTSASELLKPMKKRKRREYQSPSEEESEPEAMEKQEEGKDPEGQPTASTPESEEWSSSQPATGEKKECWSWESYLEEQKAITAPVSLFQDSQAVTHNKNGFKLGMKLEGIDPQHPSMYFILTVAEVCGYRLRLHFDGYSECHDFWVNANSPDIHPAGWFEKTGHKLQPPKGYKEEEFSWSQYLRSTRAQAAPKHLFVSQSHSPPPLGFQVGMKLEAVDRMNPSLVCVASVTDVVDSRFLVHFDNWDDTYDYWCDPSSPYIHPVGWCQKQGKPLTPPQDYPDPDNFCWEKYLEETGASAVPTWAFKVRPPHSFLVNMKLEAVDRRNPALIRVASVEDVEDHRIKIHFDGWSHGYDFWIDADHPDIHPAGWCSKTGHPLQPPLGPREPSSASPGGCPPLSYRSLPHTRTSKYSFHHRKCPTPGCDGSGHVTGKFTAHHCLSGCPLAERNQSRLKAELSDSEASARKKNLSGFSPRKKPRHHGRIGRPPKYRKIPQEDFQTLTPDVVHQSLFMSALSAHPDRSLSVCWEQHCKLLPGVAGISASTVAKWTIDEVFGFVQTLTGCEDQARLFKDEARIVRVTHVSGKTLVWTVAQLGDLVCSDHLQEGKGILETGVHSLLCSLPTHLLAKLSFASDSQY
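L3MBTL1 (50 nM) pre-complexed 30 min with biotinylated H3(1-15)K9me1 peptide (75 nM), then compounds added for 30 min at room temperature; AlphaScreen streptavidin donor/nickel chelate acceptor beads (10 ug/mL final) read after 30 min dark incubation.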
Tau FP inhib: tau fibrillization inhibition (FP) | K18 P301L tau heparin fibrillization, Alexa594 FP, 6 h | Potency, µM (series often up to 57.7 µM), without a hit: top-dose activity, negative = inhibition, most hits filed as inhibitors | actives 0.39% (n = 280,000) | AID 1468; note: nearly all actives have a fitted effect of over 55% in size
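Steps: dispense K18 P301L tau (15 uM plus 0.24 uM Alexa 594 tracer, final) in pH 7 sodium acetate; add compound; add heparin (20 uM final); incubate 6 hr, 37 C; add ThT (30 uM final); after 1 hr ambient, read FP.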
An asterisk follows results filed as active; i = inactive; ? = inconclusive; . = not tested or not shown; [ ] = remark or other dose. Unless noted, calls come from the whole dose curve; as a rule, active = well fitted curve in the direction sought with a large enough effect; inconclusive = small, poorly fitted or top-dose-only effect, or another doubt; inactive = no such curve, though single readings can be large; an effect the other way counts as inactive or inconclusive. Unless noted, % is set by controls: 0 for no effect and ±100 for the full control effect; potency is the fitted concentration of half-maximal effect.

SMILES	Tau fibril ThT	TR SRC2 fluor cs	RECQ1 helicase	TRb SRC2 PPI	RGS12 GoLoco inh	JMJD2E inh	L3MBTL1 inh	Tau FP inhib
O=CN1CCC(=O)N(Cc2ccccc2)c2ccccc21	-5%	-2%	0%	-10%	-3%	-2%	34%[activator][11.4 µM]	10%
CCCS(=O)(=O)N1CCN(Cc2ccc3c(c2)c2ccccc2n3CC)CC1	?	4%	8%	3%	2%	-2%	-19%	2%
C=CCN1c2ccccc2[C@]23C[C@@H](C(=O)OC)N=C2NC(C(=O)OC)=C(C(=O)OC)[C@H]13	-2%[11.5 µM]	4%[11.2 µM]	-3%[11.5 µM]	6%[11.2 µM]	4%[14.2 µM]	11%[11.4 µM]	.	2%[11.6 µM]
Fc1ccc(-c2noc3ncnc(Nc4ccc(F)cc4F)c23)cc1	-7%	3%	.	7%	.	.	.	-10%
COc1cccc(NC(=O)CN2C(=O)CC(c3ccco3)Sc3ccccc32)c1 (stereo unspecified)	-11%	-6%	.	0%	.	.	.	-7%
CCc1nc2c(C#N)c(-c3ccc(Cl)cc3)ccn2n1	-7%	-2%	-4%	2%	-15%	-3%	.	9%
COc1cccc(C(=O)N2CCn3c2nc2ccccc23)c1	-1%	1%	i	7%	0%	6%	11%	4%
Cc1cccc(N(Cc2cc3ccccc3[nH]c2=O)C(=O)c2cccs2)c1	-9%	1%	-2%	9%	4%	?	0%	-3%
CCCC(C)(C)NC(=O)CCCCC(=O)NC(C)(C)CCC	-5%	0%	-12%	-8%	7%	-3%	-5%	8%
CC(C)OC(=O)c1cc(NC(=S)Nc2ccc([N+](=O)[O-])cc2)cc(C(=O)OC(C)C)c1	-2%	0%	0%	1%	8%	?	43%[activator]	?
O=C(NC(=S)Nc1ccc(Cc2ccncc2)cc1)c1ccccc1	-14%	3%	12%	2%	5%	3%	-24%	-3%
Cc1cccc(NC(=O)CCN2CCN(C/C=C/c3ccccc3)CC2)c1	-3%	-1%	-5%	12%	8%	0%	8%	6%
CCOC(=O)CSc1nnc(-c2ccc(Cl)cc2Cl)o1	-22%	-1%	-3%	1%	-5%	1%	25%	-7%
CC(=O)c1c(C)[nH]c(C(=O)CSc2ncnc3sc(-c4ccccc4)cc23)c1C	-13%	-4%	-7%	-3%	12%	5%	2%	8%
COc1ccc(CCNC(=O)CSc2c[nH]c3ccccc23)cc1OC	-7%	-2%	-1%	1%	-4%	-3%	.	0%
CCOc1ccc(NC(=O)CN(c2ccc([N+](=O)[O-])cc2)S(=O)(=O)c2ccccc2)cc1	-2%	-1%	-16%	3%	2%	-8%	-9%	0%
O=C(NCc1cccs1)c1cnc2sccn2c1=O	5%	-3%	-1%	-20%	6%	?	6%	-4%
COc1ccc(OC)c(CNC(=O)C2CCCN(c3ncnc4onc(-c5ccc(F)cc5)c34)C2)c1 (stereo unspecified)	9%	0%	.	-2%	.	.	.	-4%
O=C(c1sc2ccccc2c1Cl)N1CCN(c2ccc(F)cc2)CC1	-21%	-2%	-20%	-7%	-3%	3%	-13%	-4%
COc1ccc(C(=O)NC(C)c2nnc(SCC(=O)Nc3nc4ccccc4s3)n2C)cc1 (stereo unspecified)	1%	-4%	-13%	5%	1%	-8%	1%	6%
CCCc1nc2oc3ccccc3c(=O)c2c(=O)n1-c1ccccc1	-10%	-5%	i	4%	12%	-2%	11%	6%
CCOC(=O)CNC(=O)CSc1nnc(Cn2cnc3ccccc32)n1C	-7%	1%	13%	2%	4%	-3%	.	-2%
COc1ccc(NC(=O)CSc2nc(N)c(C#N)cc2C#N)cc1	?	-3%	12%	-4%	41%[activator]	-6%	.	-6%
CCCN(CC1CC1)C(=S)NC(=O)c1ccc(S(=O)(=O)N2CCOCC2)cc1	-6%	-4%	-3%	0%	7%	-7%	-17%	-5%
CCCSc1nc(-c2ccccc2)cc(C(F)(F)F)c1C#N	-2%	1%	13%	-9%	-5%	?	20%	-7%

Some values from above:
CC(=O)c1c(C)[nH]c(C(=O)CSc2ncnc3sc(-c4ccccc4)cc23)c1C | TRb SRC2 PPI = -3%
O=C(NCc1cccs1)c1cnc2sccn2c1=O | Tau FP inhib = -4%
COc1ccc(C(=O)NC(C)c2nnc(SCC(=O)Nc3nc4ccccc4s3)n2C)cc1 (stereo unspecified) | L3MBTL1 inh = 1%

Following part
SMILES	Tau fibril ThT	TR SRC2 fluor cs	RECQ1 helicase	TRb SRC2 PPI	RGS12 GoLoco inh	JMJD2E inh	L3MBTL1 inh	Tau FP inhib
CC(C)C(c1nnnn1Cc1ccc(F)cc1)N1CCSCC1 (stereo unspecified)	-5%	0%	i	-8%	0%	-1%	2%	-4%
CCNC(=S)/N=C(/Nc1ccccc1)Nc1nc(C)cc(C)n1	-18%	-5%	-10%	-2%	-11%	-8%	-16%	6%
CCOP(=O)(OCC)C(NC(=O)Nc1ccccc1)c1ccccc1 (stereo unspecified)	2%	-1%	-3%	-1%	.	-4%	7%	1%
O=C(c1ccc2c(=O)n(CC3CCCO3)c(=S)[nH]c2c1)N1CCN(c2ccccc2)CC1 (stereo unspecified)	-9%	-2%	-2%	4%	3%	0%	-4%	0%
Cn1c(=O)c2c(n3ncnc13)NC(=O)CC2c1cccc(F)c1 (stereo unspecified)	-7%	-1%	.	-6%	.	.	.	-2%
Cc1ccc(-c2nnc(-c3ccncc3)n2-c2ccc(C)cc2)cc1	-13%	0%	-17%	5%	11%	0%	7%	4%
CCCCN(C)CCCNC(=O)c1cc(=O)[nH]c2ccc(S(=O)(=O)N3CCCCC3)cc12	12%	0%	.	-6%	.	.	.	-2%
COc1cccc(-n2nnc3c(=O)n(CC(=O)N4CCCCC4)cnc32)c1	0%	1%	i	-4%	4%	-2%	1%	-7%
COc1ccc(N2CC(C(=O)Nc3ccc(N4CCOCC4)cc3)CC2=O)cc1 (stereo unspecified)	?	-8%	i	-2%	-20%	-18%	.	6%
C#CCNC(=O)C1=C[C@@H](C2CCCCC2)[C@H](CCCO)[C@@H](OCC)O1	3%	-2%	-8%	-3%	-5%	3%	0%	11%
CCC(=O)Nc1nc(C)nc(C)c1C(C)=O	-7%	0%	-4%	8%	-3%	3%	0%	0%
Cc1ccccc1C(=O)N/C(=C/c1ccc(-c2cccnc2Cl)o1)C(=O)NCCCN1CCN(C)CC1	5%	-3%	-7%	-14%	7%	?	3%	-4%
CCN1CCCC(NC(=O)c2scc3c2CCCC3)C1 (stereo unspecified)	-12%	-7%	-5%	-2%	-7%	-5%	.	0%
Cc1sc(NC(=O)C2C3CCC(C3)C2C(=O)O)c(C(N)=O)c1-c1ccc(C(C)(C)C)cc1 (stereo unspecified)	-15%	1%	?	-12%	8%	9%	-3%	2%
CC1(C)CC(=O)C(C2c3ccccc3Oc3ccccc32)C(=O)C1	-5%	-4%	7%	10%	-5%	1%	13%	7%
O=C(NCc1ccccc1)c1cccc(COc2cc(Cl)ccc2Cl)c1	-11%	2%	-2%	-3%	-1%	0%	12%	0%
O=C(N/N=C\c1c(O)ccc2ccccc12)c1ccc(S(=O)(=O)N2CCCCC2)cc1	7%	-1%	1%	1%	11%	2%	-1%	?
Cc1cc(C(=O)N/N=C/c2cc(Br)ccc2OC(=O)c2ccccc2Cl)n[nH]1	-12%	-1%	i	3%	13%	-6%	-3%	-9%
Cc1cc2n(n1)C(c1sccc1C)Nc1c(C)cccc1-2 (stereo unspecified)	-10%	1%	-11%	-6%	.	?	2%	7%
O=C1/C(=C\c2cccnc2)CCc2ccccc21	-15%	-3%	i	2%	.	-6%	1%	-3%
Cc1ccc2nc(-c3ccccn3)cc(C(=O)Nc3ccc(S(=O)(=O)N4CCOCC4)cc3)c2c1	-3%	-1%	i	1%	8%	-5%	-14%	5%
COc1cc(/C=C/C(=O)OCC(=O)Nc2cc(S(=O)(=O)N(C)C)ccc2Cl)ccc1O	-3%	-3%	5%	-1%	-3%	?	.	-3%
COc1ccc(N/C=C/C(=O)c2ccc(Cl)cc2)cc1	?	0%[53 µM]	-8%	1%[53 µM]	10%	-3%	8%	-1%
NC(=O)c1cc(S(=O)(=O)N2CCN(c3ccc(F)cc3)CC2)cs1	10%	-2%	.	13%	.	.	.	0%
O=C(C1CCCO1)N1CCC(c2nc3ccccc3[nH]2)CC1 (stereo unspecified)	-11%	-1%	i	-6%	-1%	-3%	.	8%
CCCCOc1ccc(C(=O)NCCc2sc(-c3ccc(OC)c(OC)c3)nc2C)cc1	?	1%	.	-2%	.	.	.	3%
COc1ccc(OC)c(NC(=O)/C=C/c2ccc(C)o2)c1	?	?	.	-2%	.	.	.	-5%

Sorted by length of the SMILES (rising): some entries from above.
SMILES	Tau fibril ThT	TR SRC2 fluor cs	RECQ1 helicase	TRb SRC2 PPI	RGS12 GoLoco inh	JMJD2E inh	L3MBTL1 inh	Tau FP inhib
CCC(=O)Nc1nc(C)nc(C)c1C(C)=O	-7%	0%	-4%	8%	-3%	3%	0%	0%
CCN1CCCC(NC(=O)c2scc3c2CCCC3)C1 (stereo unspecified)	-12%	-7%	-5%	-2%	-7%	-5%	.	0%
O=C(N/N=C\c1c(O)ccc2ccccc12)c1ccc(S(=O)(=O)N2CCCCC2)cc1	7%	-1%	1%	1%	11%	2%	-1%	?

4 entries picked at random from those above, as already listed:
SMILES	Tau fibril ThT	TR SRC2 fluor cs	RECQ1 helicase	TRb SRC2 PPI	RGS12 GoLoco inh	JMJD2E inh	L3MBTL1 inh	Tau FP inhib
NC(=O)c1cc(S(=O)(=O)N2CCN(c3ccc(F)cc3)CC2)cs1	10%	-2%	.	13%	.	.	.	0%
COc1cccc(-n2nnc3c(=O)n(CC(=O)N4CCCCC4)cnc32)c1	0%	1%	i	-4%	4%	-2%	1%	-7%
CCOC(=O)CNC(=O)CSc1nnc(Cn2cnc3ccccc32)n1C	-7%	1%	13%	2%	4%	-3%	.	-2%
Cc1cc(C(=O)N/N=C/c2cc(Br)ccc2OC(=O)c2ccccc2Cl)n[nH]1	-12%	-1%	i	3%	13%	-6%	-3%	-9%

Source: PubChem BioAssay

This is a subset. The share of hits here may be higher or lower than overall.
